# D2 antag = antagonists of human D2 dopamine receptor. HEK293 TREx D2 cells, calcium flux, dopamine EC80. inhibition, % at 10 µM. actives 2% (n = 340,000); in the data active = inhibition above about 30%; note: 0% is about no effect
#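 Measurement of antagonist activity uses fluorescent calcium dye in inducible HEK293 T-REx D2 cells: 10 s baseline, compound addition with 180 s read, EC80 dopamine addition with a further 180 s read.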
# D1 agonist = activates the human D1 dopamine receptor; activation, % at 2 µM; HEK293 T-REx D1 cells, calcium flux, agonist mode; P21728; actives 1% (n = 360,000); note: 0% is about no effect
#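 Tetracycline-induced HEK293 TREx D1 cells, force-coupled to calcium signalling, were dye-loaded with a no-wash calcium kit. Compound was pin-added after a 10 s baseline. Fluorescence was read kinetically at 1 cycle/s for 180 s, with calcium rises flagged as agonism.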
# D1 PAM = enhances dopamine response at the human D1 receptor | HEK293 TREx D1 cells, calcium flux, dopamine EC20 potentiation | AID 504651 | actives 0.036% (n = 360,000) | potentiation, % at 10 µM | P21728; in the data active = potentiation above about 30%; note: 0% is about no effect
# D1 antagonist = antagonists of human D1 dopamine receptor; P21728; HEK293 TREx D1 cells, calcium flux, dopamine EC80; hits give low values; activity change, negative = inhibition, % at 10 µM; actives 3.2% (n = 360,000); AID 504652; in the data active = activity change below about -30%; note: % is set by controls: 0 for no effect and ±100 for the full control effect
#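 Inducible Hek293 Trex D1 cells (tetracycline, overnight, 30 C). Calcium dye 30–90 min RT. Antagonist mode: EC80 dopamine added after 180 s compound read.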
# D2 ag = D2 dopamine receptor (human) agonism. P14416. actives 0.53% (n = 340,000). AID 485358. HEK293 T-REx D2 cells, calcium flux agonist mode. activation, % at 2 µM;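 active = activation over 3 SD above normal in the single-dose calcium agonist read, cut at about 30% in these data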; note: 0% is about no effect
#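 Agonism scored from kinetic calcium signal (1 read/sec, 180 s) following compound pin transfer, after a 10 s baseline. Cells: HEK293 Trex line expressing inducible D2 receptor coupled to calcium, dye-loaded after overnight culture at 30 C.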
# D2 PAM = D2 dopamine receptor (human) potentiation; P14416; HEK293 T-REx D2, calcium flux, EC20 dopamine potentiation; potentiation, % at 10 µM; actives 0.34% (n = 340,000); AID 485347;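 active = potentiation over 3 SD above the plate norm, cut at about 30% in these data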; note: 0% is about no effect
#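 Potentiation of an EC20 dopamine calcium response is measured in a force-coupled, tetracycline-inducible Hek293 Trex D2 line. Compound-only kinetic reads over 180 s flag agonists before dopamine addition.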
# RXFP1 antagonist = RXFP1 (human) relaxin receptor antagonism. HEK293-RXFP1, relaxin-stimulated cAMP HTRF, 30 min; hits give low values. Q9HBX9. activity change, negative = inhibition, % at 57.5 µM. AID 1259400. actives 0.59% (n = 350,000);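 active = activity change of -60% or lower, but not beyond a set lower limit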; note: % is set by controls: 0 for no effect and ±100 for the full control effect
# Target sequence (Q9HBX9 whole entry, looked up): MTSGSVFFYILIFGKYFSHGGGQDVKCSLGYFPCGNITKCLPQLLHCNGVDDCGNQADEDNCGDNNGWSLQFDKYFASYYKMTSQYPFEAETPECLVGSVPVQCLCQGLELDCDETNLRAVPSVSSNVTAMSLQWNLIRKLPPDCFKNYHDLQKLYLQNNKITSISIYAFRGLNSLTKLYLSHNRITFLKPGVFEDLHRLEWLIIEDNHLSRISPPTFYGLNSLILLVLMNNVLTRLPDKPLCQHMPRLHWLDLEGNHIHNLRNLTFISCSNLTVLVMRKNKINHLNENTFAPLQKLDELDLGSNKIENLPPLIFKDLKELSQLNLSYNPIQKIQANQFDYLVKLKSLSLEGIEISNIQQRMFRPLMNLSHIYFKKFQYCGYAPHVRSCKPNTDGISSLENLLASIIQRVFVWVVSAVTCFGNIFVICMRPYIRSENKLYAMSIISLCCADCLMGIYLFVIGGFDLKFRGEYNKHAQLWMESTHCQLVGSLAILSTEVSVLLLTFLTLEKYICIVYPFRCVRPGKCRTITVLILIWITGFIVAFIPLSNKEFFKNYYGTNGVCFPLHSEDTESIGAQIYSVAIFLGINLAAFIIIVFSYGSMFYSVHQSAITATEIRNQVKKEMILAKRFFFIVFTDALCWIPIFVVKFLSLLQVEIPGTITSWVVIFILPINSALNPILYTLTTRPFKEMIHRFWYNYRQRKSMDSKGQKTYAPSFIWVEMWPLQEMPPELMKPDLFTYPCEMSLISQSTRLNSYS
# TRHR enhancer = allosterically enhances the human TRH receptor; P34981; TRHR cells, fluo-8 calcium fluorescence, EC20 TRH enhancement; enhancement, % at 2 µM; actives 0.66% (n = 360,000); AID 493056; in the data active = enhancement above about 30%; note: 0% is about no effect
#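 TRHR-expressing cells loaded with fluo-8 calcium dye were read kinetically (ex 480/em 530) during compound addition, then stimulated with an EC20 of TRH (10 nM final). Enhancement of the Gq-mediated intracellular calcium response was scored.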
# TRHR ag = TRH receptor (human) agonism; P34981; TRHR cells, calcium flux fluo-8, FDSS agonist mode; activation, % at 2 µM; actives 0.18% (n = 360,000); note: 0% is about no effect
#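 TRHR-expressing cells, plated overnight in medium with 10% serum, were loaded with fluo-8 calcium dye at room temperature. After a 10 s baseline, library compound was pin-added and calcium release was recorded kinetically (ex 480/em 530) as agonist response.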
# * hit, by the source's call; nt = not tested or not shown; & = joins results of further samples. Cut-off read from the data, not from the text of the source, unless noted: active = activation above about 30%; inactive = the rest. This is a random part of the collection; 7.3% or so of the library scored in one or more.
Structure	D2 antag	D1 agonist	D1 PAM	D1 antagonist	D2 ag	D2 PAM	RXFP1 antagonist	TRHR enhancer	TRHR ag
CCCNS(=O)(=O)c1ccc(OCC(=O)OC)cc1	6	3	-3	-6	0.8	-6	35	3	0.2
O=c1cc(N2CCc3ccccc32)[nH]c(=O)n1-c1ccc(Cl)cc1	-1	2	3	-15	0.0	-4	2	2	0.2
O=[N+]([O-])c1ccccc1SN(Cc1ccccc1)c1ccccn1	-5	1	5	-2	0.4	13	-10	7	-0.3
Cc1ccc(-c2nnc(SCC(=O)NCC3CCCO3)n2C)cc1 (stereo unspecified)	-13	1	0	0	0.2	-1	3	-2	-0.2
COc1ccccc1CN1CC(C(=O)N2CCCCO2)CCC1=O (stereo unspecified)	-8	2	6	8	0.4	18	-2	3	-0.3
O=C(CN1C(=O)COc2ccc(S(=O)(=O)N3CCCCC3)cc21)NCc1ccc(Cl)cc1	-3	2&3	3&-4	5&-6	-1.8&-0.8	17&1	-3&-21	17&1	-0.2&0.3
Cc1ccc(S(=O)(=O)NCC(=O)NCC(=O)N2CCC(C)CC2)cc1	-4	10	-3	-2	-0.3	0	1	4	0.2
CCCC(O)(c1ccc(CC)cc1)C(CN1CCOCC1)c1ccccc1 (stereo unspecified)	6	8	18	37	1.2	6	-62*	-1	0.1
O=C(CCC1CCCCC1)NCc1cccs1	-3	2	-7	-2	0.8	-3	-7	6	-0.3
O=C1OC(c2cccs2)=N/C1=C\c1ccc(-c2cccc(Cl)c2)o1	0	4	4	-8	0.6	17	-3	8	-0.7
O=C(NCc1ccco1)C1CC(c2ccccc2O)=NO1 (stereo unspecified)	nt	2	-1	19	nt	nt	-7	3	-0.4
O=S(=O)(NCC1CN(S(=O)(=O)c2c(F)cccc2F)C1)c1ccc2c(c1)OCCO2	1	5&11	2&4	-14&-27	-0.5	3	nt	1&4	0.3&1.0
CN(Cc1cn(C)nc1-c1cccc(Cl)c1)Cc1nccn1C	14	2	-1	9	0.5	-6	1	-4	0.0
CCOC(=O)C1=C(COC(=O)c2sccc2C)NC(=O)NC1C (stereo unspecified)	-6	2	-5	3	0.2	3	7	3	0.4
CCOc1ccc(Nc2cc(C)nc3nc(C)nn23)cc1	-13	-2	3	2	-0.7	8	5	7	-1.7
CC(=O)OCC1=C(C(=O)O)N2C(=O)C(NC(=O)c3ccc(F)cc3)C2SC1 (stereo unspecified)	-2	1	-1	-17	0.6	5	3	2	0.4
COC(=O)c1sc2nc(-c3ccccc3)nc(N3CCN(C)CC3)c2c1C	4	4	-3	5	0.3	8	-8	4	0.3
O=C(NCCC1=CCCCC1)C(=O)c1c[nH]c2ccccc12	10	7	-7	-28	-0.2	7	-13	-5	-0.7
Cc1ccc(C(=O)NCC(c2ccc3c(c2)OCO3)N2CCOCC2)cc1 (stereo unspecified)	nt	-1	-4	0	0.8	-8	-6	-4	-0.5
O=[N+]([O-])c1cnc(Nc2ccc(Cl)cn2)c([N+](=O)[O-])c1	-1	1	2	20	0.0	3	-4	2	0.0
N#C/C(=C/c1ccc(F)cc1)c1nc(CCN2C(=O)c3ccccc3C2=O)cs1	-10	22	-8	-18	9.9	6	-2	7	28
C/C(CC(=O)NC1CCCC1)=N\NC(=O)C1CCCCC1	5	2	-4	-9	0.2	-11	-2	-4	0.9
O=C(CN1CCCC1)Nc1ccc(NC(=O)Nc2ccccc2)cc1	3	3	-2	-1	-1.3	9	10	-9	-0.2
Cn1nnnc1SCCCNCc1cc(Br)ccc1OCc1ccccc1F	nt	28	-1	-10	-1.0	-32	-6	-2	0.6
Cc1ccc(NC(=O)CS(=O)CC(=O)N(CC(=O)NC2CCCC2)c2cc(C)ccc2C)cc1 (stereo unspecified)	nt	0	-2	-1	nt	-9	-12	-14	-0.7

# Arranged by count of non-hydrogen atoms (descending): seven of the compounds above.
Structure	D2 antag	D1 agonist	D1 PAM	D1 antagonist	D2 ag	D2 PAM	RXFP1 antagonist	TRHR enhancer	TRHR ag
CC(=O)OCC1=C(C(=O)O)N2C(=O)C(NC(=O)c3ccc(F)cc3)C2SC1 (stereo unspecified)	-2	1	-1	-17	0.6	5	3	2	0.4
Cc1ccc(S(=O)(=O)NCC(=O)NCC(=O)N2CCC(C)CC2)cc1	-4	10	-3	-2	-0.3	0	1	4	0.2
O=[N+]([O-])c1ccccc1SN(Cc1ccccc1)c1ccccn1	-5	1	5	-2	0.4	13	-10	7	-0.3
CCOC(=O)C1=C(COC(=O)c2sccc2C)NC(=O)NC1C (stereo unspecified)	-6	2	-5	3	0.2	3	7	3	0.4
O=C(NCCC1=CCCCC1)C(=O)c1c[nH]c2ccccc12	10	7	-7	-28	-0.2	7	-13	-5	-0.7
CCOc1ccc(Nc2cc(C)nc3nc(C)nn23)cc1	-13	-2	3	2	-0.7	8	5	7	-1.7
CCCNS(=O)(=O)c1ccc(OCC(=O)OC)cc1	6	3	-3	-6	0.8	-6	35	3	0.2

# The list continues.
Structure	D2 antag	D1 agonist	D1 PAM	D1 antagonist	D2 ag	D2 PAM	RXFP1 antagonist	TRHR enhancer	TRHR ag
CCc1ccc(N(CC(=O)NCc2ccco2)C(=O)CCC(=O)Nc2ccccn2)cc1	-1	-1	-2	11	0.6	-12	-5	-9	0.7
C=CCOC(=O)C1=C[C@H](c2ccc(Br)cc2)[C@@H](CCCO)[C@H](OCC)O1	9	1	2	14	0.8	2	nt	0	0.1
COC(=O)C(C)Sc1nnc2cc(C)c3cc(C)cc(C)c3n12 (stereo unspecified)	nt	-1	2	-10	-1.8	-2	-11	4	-0.4
CCOc1ccc(CNC(=O)Cn2c(=O)c3cccn3c3ccc(F)cc32)cc1	nt	4	3	13	1.1	-7	-1	3	0.0
O=C(CCCCCN1C(=O)c2ccccc2C1=O)NCCc1nc2ccccc2[nH]1	6	-1	4	-5	-0.4	-4	-6	1	-0.6
CC(OC(=O)CC1CCCCC1)C(=O)Nc1cccc(C#N)c1 (stereo unspecified)	-1	8	-6	-15	0.6	4	-2	6	-0.3
CCOC(=O)C1=C(C)NC2=C(C(=O)C(C(=O)OCC)C(c3ccc(OC)cc3)C2)C1c1ccccn1 (stereo unspecified)	-18	1	-4	-9	-0.4	0	-14	5	0.5
COc1ccc(NC(=O)NC2(C(=O)N3CCN4CCCC4C3)CCCCC2)cc1 (stereo unspecified)	10	3	-5	3	0.4	-7	6	-3	-0.5
CCOc1ccccc1N(C)C(=O)c1cn(C)c(=O)c2ccccc12	-5	0	2	-7	0.4	9	-4	-2	0.2
COc1ccccc1C1(CC(=O)N2CCOCC2)CCOC(C(C)C)C1 (stereo unspecified)	-3	2	-7	13	0.0	10	0	1	-0.1
Cc1ccc(NC(=O)COC(=O)CCC2CCCC2)c(Br)c1	23	5	-8	-17	0.8	19	-5	3	0.5
COCCCNS(=O)(=O)c1ccc(Oc2ncc(C(F)(F)F)cc2Cl)cc1	-26	18	-6	3	nt	-3	0	2	0.4
Cc1ccn2c(=O)c(C(=O)NCCCN3CCCC3=O)c(O)nc2c1	4	0	-7	13	0.4	-6	14	-4	0.1
O=C(Nc1ccncc1)c1ccc(N2CCCC2=O)cc1	1	6	-4	6	0.4	-5	9	4	0.6
C=CCN(C(=O)CCC(=O)Nc1cc(C)on1)C(C(=O)NC1CCCC1)c1ccc(Cl)cc1 (stereo unspecified)	nt	1	-6	18	nt	nt	-11	-1	-0.9
CC(C)CC(NC(=O)C1CCCCC1)C(=O)NCc1ccccn1 (stereo unspecified)	-15	1	1	-4	0.7	12	-6	-5	-0.2
COc1ccc2c(CC(=O)NCCN3C(=O)S/C(=C\c4cccnc4)C3=O)coc2c1	-8	2	1	-4	-0.5	14	-21	0	-0.2
O=C(/C=C/c1cccc([N+](=O)[O-])c1)Nc1cc(C(=O)O)cc(C(=O)O)c1	4	-2	-2	5	-1.0	4	-1	-4	-0.2
O=C(C1CCCN1S(=O)(=O)c1cccc2nsnc12)N1CCCCC1 (stereo unspecified)	-7	6	14	-9	0.2	1	-4	-4	-1.1
COc1ccc(C(C)(C)NC(=O)C2CCC(=O)N(C3CCCC3)C2)cc1OC (stereo unspecified)	2	3	-13	-8	0.0	-11	-4	12	0.7
C#Cc1ccc([C@@H]2C=C(C(=O)N3CCN(Cc4ccc5c(c4)OCO5)CC3)O[C@H](OCC)[C@H]2CCCO)cc1	-2	-6	3	4	0.6	1	nt	1	0.2
O=C(c1cc2sccc2n1Cc1ccccc1)N1CCc2ccccc21	-5	3	-1	-14	-0.2	0	-11	3	-0.3
CC(=O)c1sc(NC(=O)CCS(=O)(=O)c2ccc(C)cc2)nc1C	5	0	1	5	0.5	2	2	0	-0.1
O=C(NCCOCCOCCNC(=O)c1cccnc1)c1cccnc1	10	4	-3	-3	1.5	4	-10	-1	2.1
COc1cc(C2CC(c3cccnc3)=NN2c2ccc(F)cc2)cc(OC)c1OC (stereo unspecified)	-11	4	2	10	-0.1	-5	6	-1	0.6

# (cont.)
Structure	D2 antag	D1 agonist	D1 PAM	D1 antagonist	D2 ag	D2 PAM	RXFP1 antagonist	TRHR enhancer	TRHR ag
NC(=O)CCCC1=NS(=O)(=O)c2ccccc2N1	-15	0	-4	-1	0.5	9	-2	23	0.1
C=CCC1(N(C(C)=O)c2ccccc2C)CCCCC1	29	5	0	9	0.2	18	-5	2	0.6
CCOc1ccccc1NS(=O)(=O)N(C)C	17	1	-1	5	0.0	1	11	5	0.1
Cc1ccccc1NC(=O)NNC(=O)c1ccc2ccccc2c1	-4	3	-1	5	-0.4	1	-8	-5	-0.2
COc1cccc(NC(=O)c2sc3nc(C)c(C(=O)Nc4ccc(Cl)cc4)c(-c4ccc(Br)cc4)c3c2N)c1	nt	-1	2	-1	nt	28	9	-1	-0.3
CCCCOc1ccc(/C=C/C(=O)Nc2ccc(C(N)=O)cc2)cc1	1	4	-2	0	0.1	6	9	20	-0.1
Cc1cc(C)nc(SCc2nnc(SCC(=O)Nc3ccccc3C)n2Cc2ccco2)n1	10	2	-3	5	-0.5	12	-10	15	-2.7
CC(C)(C)c1nc2c(s1)CCc1onc(-c3ccc(Cl)cc3)c1-2	8	2	-1	4	-0.4	2	nt	-6	0.3
Cc1ccc(NC(=O)O/N=C/c2c(C)nn(C(C)(C)C)c2C)cc1Cl	9	1	0	-1	0.3	-8	-4	-10	-0.7
CS(=O)(=O)c1ccc(C(=O)NC2CCCCC2)cc1	13	2	7	-11	0.0	4	3	9	0.9
CC1C(=O)CC(c2ccc([N+](=O)[O-])cc2)NC1c1ccc([N+](=O)[O-])cc1 (stereo unspecified)	-5	2	-2	-5	0.1	0	-6	-5	-0.2
O=C(NCCOC(=O)c1ccccc1)c1ccc([N+](=O)[O-])cc1	-5	1	-8	0	-0.7	12	1	24	0.1
